Screens from PubChem.
RGS4 inhibitor: Inhibitors of Regulator of G Protein Signaling (RGS) 4: qHTS; AID 504845, 2011; 0.039% of 390,000 active; Regulator of G-protein signaling 4 (Homo sapiens), P49798; Potency, µM (titrated, usually from 114 µM), for inactives: at the highest dose activity change, negative = inhibition, actives largely listed as inhibitors; Transcreener GDP fluorescence polarization, RGS4-accelerated GTP hydrolysis; note: potency is the fitted concentration of half-maximal effect; % is set by controls: 0 for no effect and ±100 for the full control effect; nearly all actives have a fitted effect of over 75% in size; some results filed as inactive show a strong effect at the top dose
Target sequence (P49798 whole entry, looked up): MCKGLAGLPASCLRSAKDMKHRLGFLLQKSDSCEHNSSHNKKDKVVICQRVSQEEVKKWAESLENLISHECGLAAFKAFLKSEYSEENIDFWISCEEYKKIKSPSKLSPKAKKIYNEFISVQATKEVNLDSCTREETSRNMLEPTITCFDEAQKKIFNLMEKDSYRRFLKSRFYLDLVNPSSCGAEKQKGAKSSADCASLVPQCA
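MLSMR compounds (23 nl, pin-transferred) preincubated 10 min at room temperature with a 500nM (2x) first reagent, then RGS4 at 900nM (2x) plus Transcreener GDP mix added; fluorescence polarization (620/688 nm) read before and after 90 min at 30 °C.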
TrxR1 inh: qHTS Assay for Inhibitors of Mammalian Selenoprotein Thioredoxin Reductase 1 (TrxR1): qHTS | Potency, µM (titrated, usually from 114 µM), for the others: top-dose activity change, negative = inhibition, hits mostly inhibitors | Thioredoxin reductase 1, cytoplasmic (Rattus norvegicus), O89049 | 1% of 390,000 active | recombinant rTrxR1, NADPH fluorescence consumption, selenite substrate; note: potency is the fitted concentration of half-maximal effect; % is set by controls: 0 for no effect and ±100 for the full control effect; nearly all actives have a fitted effect of over 65% in size
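Rat TrxR1 (90 nM in the dispensed reagent) was pre-reduced with 400 uM NADPH for 5 min at room temperature, then incubated with compound for 15 min. After 400 uM selenite was added, NADPH fluorescence (Ex 340/Em 450 nm) was followed for 8 min.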
Vif-A3G inh: qHTS for Inhibitors of Vif-A3G Interactions: qHTS. HeLa A3G-eYFP + Vif (tagged APOBEC3G with the HIV-1 protein that degrades it), YFP fluorescence, overnight. Potency, µM (highest dose often 46.1 µM), for inactives: top-dose activity, negative = active, most hits filed as inhibitors. 0.076% of 410,000 active. AID 602310, 2012;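 note: potency is the fitted concentration of half-maximal effect; % is set by controls: 0 for no effect and ±100 for the full control effect; nearly all actives have a fitted effect of over 60% in size; hits raise eYFP signal because A3G escapes Vif-driven loss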
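Read-out is eYFP fluorescence (Ex 488/Em 500-530) from Vif-expressing HeLa A3G-eYFP cells; more signal means A3G escaped Vif-mediated degradation. Cells plated overnight, compound pinned in, incubated overnight at 37 deg C.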
USP1 inh: Inhibitors of USP1/UAF1: Primary Screen | Ubiquitin carboxyl-terminal hydrolase 1 (Homo sapiens), O94782 | recombinant USP1/UAF1, Ub-Rhodamine cleavage fluorescence | Potency, µM (titrated, usually from 57.1 µM), for the others: top-dose activity change, negative = inhibition, actives largely listed as inhibitors | 0.23% of 390,000 active | AID 743255, 2014; note: potency is the fitted concentration of half-maximal effect; % is set by controls: 0 for no effect and ±100 for the full control effect; nearly all actives have a fitted effect of over 60% in size; inactives centre near -12
Target sequence (O94782 whole entry, looked up): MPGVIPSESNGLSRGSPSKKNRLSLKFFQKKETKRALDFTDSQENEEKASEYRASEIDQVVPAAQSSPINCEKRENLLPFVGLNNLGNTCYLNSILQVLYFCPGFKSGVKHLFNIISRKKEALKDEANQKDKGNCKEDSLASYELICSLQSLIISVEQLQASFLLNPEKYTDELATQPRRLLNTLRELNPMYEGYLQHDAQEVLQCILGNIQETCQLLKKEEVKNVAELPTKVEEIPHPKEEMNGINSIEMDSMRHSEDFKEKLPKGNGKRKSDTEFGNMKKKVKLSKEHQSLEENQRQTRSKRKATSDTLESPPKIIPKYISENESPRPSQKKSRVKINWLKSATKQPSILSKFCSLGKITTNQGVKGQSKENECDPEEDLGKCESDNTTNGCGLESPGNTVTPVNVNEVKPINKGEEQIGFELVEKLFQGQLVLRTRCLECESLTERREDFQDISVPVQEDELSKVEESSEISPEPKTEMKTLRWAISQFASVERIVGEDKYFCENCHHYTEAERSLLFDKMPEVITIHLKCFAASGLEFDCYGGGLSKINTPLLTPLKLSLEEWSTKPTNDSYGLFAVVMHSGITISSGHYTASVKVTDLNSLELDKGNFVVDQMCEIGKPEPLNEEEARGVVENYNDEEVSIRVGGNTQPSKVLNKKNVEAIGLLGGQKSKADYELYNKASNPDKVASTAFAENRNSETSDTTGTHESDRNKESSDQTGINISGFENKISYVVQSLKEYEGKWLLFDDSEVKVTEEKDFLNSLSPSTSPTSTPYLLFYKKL
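USP1/UAF1 complex (1 nM) preincubated 15 min at room temperature with compound, then Ub-Rho substrate (150 nM final) added. Kinetic fluorescence at 480/540 nm over 6 reads at 60 s intervals; 50 mM HEPES pH 7.8, 0.5 mM EDTA, 0.1 mg/ml BSA, 1 mM TCEP, 0.01% Tween-20.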
Vif-APOBEC3F blk: qHTS for Inhibitors of Vif-A3F Interactions: qHTS. HeLa A3F-eYFP + Vif (tagged APOBEC3F with the HIV-1 protein that degrades it), YFP fluorescence increase. AID 602313, 2012. Potency, µM (top dose mostly 46.1 µM), for inactives: at the top dose activity, negative = active. 0.2% of 390,000 active; note: potency is the fitted concentration of half-maximal effect; % of control where 0% means no effect; nearly all actives have a fitted effect of over 65% in size
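HeLa cells stably expressing A3F-eYFP plus Vif, plated and incubated overnight at 37 deg C, then exposed to compounds overnight at 37 deg C. Blocked degradation read as raised yellow fluorescence (Ex 488/Em 500-530).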
TrxR1 substrate: qHTS Assay for Substrates of Mammalian Selenoprotein Thioredoxin Reductase 1 (TrxR1): qHTS; Thioredoxin reductase 1, cytoplasmic (Rattus norvegicus), O89049; purified TrxR1 substrate turnover, NADPH consumption readout; Potency, µM (series often up to 114 µM), without a hit: at the highest dose activity change, negative = substrate turnover; 0.01% of 390,000 active; AID 588456, 2011; note: potency is the fitted concentration of half-maximal effect; % is set by controls: 0 for no effect and ±100 for the full control effect; nearly all actives have a fitted effect of over 50% in size
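Rat TrxR1, dispensed at 90 nM, was prereduced with 400 uM NADPH (final) for 5 min at ~22 deg C, then incubated with compound 15 min before 400 uM selenite. A first-read NADPH fluorescence drop versus no-compound background flagged substrates.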
LDHA inh: qHTS assay for inhibitors of human lactate dehydrogenase; L-lactate dehydrogenase A chain (Homo sapiens), P00338; purified LDHA, NADH/diaphorase-resazurin fluorescence; hits give low values; activity change, % (values are at about 110 or 230 µM); 0.15% of 480,000 active; in the data active = activity change below about -30%; inconclusive = mostly about -25% to -30%;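 note: plate controls were DMSO wells for no effect and wells without enzyme for full effect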
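LDH5 2 nM; NADH 0.06 mM, pyruvate 0.2 mM; 200 mM Tris pH 7.4, EDTA, Tween-20; 5 min RT. Detection: diaphorase 0.133 mg/mL + resazurin 37 µM, fluorescence ex540/em590 at 0 and 20 min; normalized to enzyme-free and DMSO wells.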
mIDH1 inhibitor: qHTS for Inhibitors of mutant isocitrate dehydrogenase 1 (IDH1): qHTS; IDH1-R132H enzyme, NADPH consumption, diaphorase/resazurin fluorescence; Potency, µM (series often up to 76.6 µM), without a hit: at the top dose activity change, negative = inhibition, hits mostly inhibitors; 0.093% of 390,000 active; note: potency is the fitted concentration of half-maximal effect; % is set by controls: 0 for no effect and ±100 for the full control effect; nearly all actives have a fitted effect of over 65% in size
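IDH1-R132H (0.5 ug/mL dispensed) in pH 7.5 Tris buffer was preincubated 30 min with compound, then given a substrate mix of 0.016 mM NADPH and 2 mM alpha-KG for 80 min at room temperature; remaining NADPH was read by diaphorase/resazurin fluorescence.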
Glioma ERSR ind: qHTS for Inducers of the Endoplasmic Reticulum Stress Response (ERSR) in Human Glioma: qHTS. Potency, µM, without a hit: top-dose activation, most hits filed as activators. 0.02% of 420,000 active. U87-MG GRP78 promoter luciferase reporter, 16 h; note: potency is the fitted concentration of half-maximal effect; series mostly up to about 76 µM; % of control where 0% means no effect; nearly all actives have a fitted effect of over 35% in size
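Stably transfected U87-MG glioma cells carrying a GRP78-based luciferase sensor; 16 h compound incubation. Luminescence end-point read 10 min after Bright-Glo addition at room temperature.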
Starred values were filed as active, the others as inactive; ? = inconclusive; nt = not tested or not shown; [ ] = remark or other dose. Unless noted, calls come from the whole dose curve; as a rule, active = well fitted curve in the direction sought with a large enough effect; inconclusive = small, poorly fitted or top-dose-only effect, or another doubt; inactive = no such curve, though single readings can be large; an effect the other way counts as inactive or inconclusive. Some of the compounds tested; the hit share may differ from the screen's.

Values run as follows: mIDH1 inhibitor | TrxR1 inh | Vif-APOBEC3F blk | USP1 inh | LDHA inh | Glioma ERSR ind | Vif-A3G inh | RGS4 inhibitor | TrxR1 substrate
> CCCCN1C(=O)C(=O)N(CC(=O)Nc2cc(OCC)c(N3CCOCC3)cc2OCC)C1=O
  -3% | 0%[57.1 µM] | 2% | -5% | 7 | -2% | -3% | -42% | 1%
> CCOc1ccc(NC(=O)C(=O)NCCc2csc(-c3ccc(F)cc3)n2)cc1
  11% | 24%[57.1 µM] | -3% | -28% | 1 | -3% | 1% | -17% | 2%[57.1 µM]
> O=C(O)c1cccc(S(=O)(=O)N2CC=C(c3ccccc3)CC2)c1
  -15% | ? | 1% | -15% | -2 | -4% | -2% | -6% | 5%
> Cc1ccc(OC(=S)Nc2ccccc2)c(C)c1
  13% | -16% | -5% | -11% | -13 | 0% | 3% | 22% | -8%
> CCOC(=O)C1(Cc2ccccc2C(F)(F)F)CCN(CC2CC2)CC1
  1% | 16% | -6% | -22% | -3 | -3% | 6% | 5% | 2%
> COC(=O)c1ccc(C2c3c(-c4ccccc4O)n[nH]c3C(=O)N2Cc2ccncc2)cc1 (stereo not drawn)
  -14% | 16% | 4% | -12% | 5 | 2% | -4% | 13% | -6%
> Cc1nc(-c2nc(CC(=O)NNC(=O)c3ccc(Cl)cc3)cs2)cs1
  -2% | 8%[57.1 µM] | -2% | -16% | -14 | -3% | 1% | -11% | 5%[57.1 µM]
> O=c1c2c(nc3cc(-c4ccc(Br)cc4)[nH]n13)CCCC2
  -1% | 6%[57.1 µM] | 0% | -25% | -2 | 2% | 0% | -33% | 3%[57.1 µM]
> COc1ccc(C2CC(=O)c3cc(-c4nc(-c5cccc([N+](=O)[O-])c5)cs4)c(=O)n(-c4ccc(F)cc4)c3C2)cc1 (stereo not drawn)
  -21% | 16% | -2% | -10% | -12 | 0% | -4% | 8% | -2%
> Cc1cc(C(=O)N2CCc3c([nH]c4ccccc34)C2c2c(F)cccc2Cl)no1 (stereo not drawn)
  -12% | 16% | -7% | -1% | -8 | -5% | -7% | 25% | -3%
> Cc1cccc(N=Nc2c(O)[nH]c3ccc(Br)cc23)c1
  -2% | 13% | ? | -16% | 2 | 5% | -1% | -7% | -7%
> CC(=O)c1c(C)[nH]c(C(=O)COC(=O)CCOc2ccc(C)cc2)c1C
  3% | -22% | 3% | -8% | -5 | 8% | -17% | -30% | -7%
> O=C(CCSc1ccccc1)Nc1ccc(S(=O)(=O)Nc2ncccn2)cc1
  3% | 25%[57.1 µM] | -2% | -15% | -6 | -3% | 2% | -27% | 12%[57.1 µM]
> CC(=O)Nc1ccc(S(=O)(=O)NCc2ccccn2)cc1
  3% | 6% | 0% | -6% | -3 | -4% | 1% | 4% | 0%
> Cc1ccc2c(c1)ncc[n+]2CC(=O)c1ccc(Cl)cc1Cl
  nt | -3% | nt | nt | -1 | -1% | -8% | nt | 0%
> CN(C)c1ccc(/C=C/c2nc3ccccc3c(=O)[nH]2)cc1
  -6% | -4%[57.1 µM] | 10µM* | 0% | -3 | -6% | -4% | 19% | -10%
> CCc1cccc2c1NC(=O)C2(O)N1CCCC(C)C1 (stereo not drawn)
  4% | 9%[57.1 µM] | -3% | -4% | 4 | -2% | 0% | 10% | -15%
> COc1ccc2cc(C(=O)/C=C/c3cc(OC)c(OC)c(OC)c3)ccc2c1
  -5% | 6% | -4% | -11% | 0 | -6% | -10% | 7% | 3%
> Cc1ccc(NC(=O)CCNC(=O)c2ccccc2Cl)nc1
  1% | -16% | 2% | -11% | -3 | -6% | 1% | -35% | -14%
> COc1ccc(C2c3c(noc3C)CC(C)(O)C2C(C)=O)cc1 (stereo not drawn)
  2% | 6% | -9% | -3% | -2 | 4% | 0% | -3% | 2%
> Cc1cc(-c2n[nH]c(=S)n2/N=C/c2ccc(C)o2)n[nH]1
  27% | 6%[11.4 µM] | -10% | -25% | -9 | -6% | -1% | -34% | 9%[57.1 µM]
> COc1ccccc1NC(=O)CSc1nnc(C)n1Cc1ccccc1
  0% | -10% | -1% | 5% | -6 | -3% | -2% | -1% | 4%
> O=C(NCC1CCC(C(=O)O)CC1)OCc1ccccc1 (stereo not drawn)
  1% | 12%[57.1 µM] | 3% | -19% | 0 | -3% | 10% | -8% | 7%[57.1 µM]
> COc1ccc(NC(=O)Cn2c(=O)n(-c3ccccc3)c(=O)c3oc4ccccc4c32)c(OC)c1
  -1% | 25% | 4% | -8% | 2 | -2% | -1% | 14% | 16%
> CC1CCCC(NC(=O)Cn2cc(C(F)(F)F)cc(Cl)c2=O)C1C (stereo not drawn)
  2% | 2% | 4% | -9% | 1 | -2% | -1% | 3% | -2%
> Cc1ccc(C)c(NC(=S)N2CCC(NC(=O)c3cccc(F)c3)CC2)c1
  -1% | -1% | 12% | -27% | -3 | -4% | -1% | -25% | -2%
> Cc1cc(C)c(C#N)c(N2CCN(S(=O)(=O)Cc3ccccc3)CC2)n1
  -8% | 13% | -6% | -13% | -12 | -3% | 1% | 25% | 3%
> CCc1ccc(NC(=O)[C@H](CSCc2ccccc2)N2Cc3ccccc3C2=O)cc1
  -13% | 22% | 3% | -25% | -8 | -3% | -10% | 2% | 0%
> COc1ccc2[nH]c(O)c(N=O)c2c1
  -6% | 3% | 1% | 0% | -4 | 0% | 2% | 2% | -6%
> CC(Sc1nc(-c2ccccc2)cc(C(F)(F)F)n1)C(=O)Nc1sc2c(c1C#N)CCC2 (stereo not drawn)
  -2% | -10% | 1% | -31% | 2 | -6% | -11% | ? | -6%
> O=C(Cn1ncc2c3ccccc3n(Cc3ccccc3)c2c1=O)N1CCN(c2ncccn2)CC1
  -3% | -1% | 1% | -11% | -9 | 2% | -1% | -15% | 22%
> COCCN(C(=O)COC(=O)C(c1ccccc1)c1ccccc1)c1c(N)n(Cc2ccccc2)c(=O)[nH]c1=O
  -2% | 8% | 10% | -11% | -3 | -1% | -2% | 1% | 5%[57.1 µM]
> CCOc1ccc(-n2c(N)c(-c3nc4ccccc4[nH]3)sc2=S)cc1
  -5% | 12%[57.1 µM] | -12% | -11% | -5 | -6% | -11% | -20% | -11%
> Cc1ccc(Nc2nnc(SCC(O)=C(C#N)c3nc4ccccc4[nH]3)s2)c(C)c1
  -8% | -16% | ? | -21% | 5 | -1% | -3% | -15% | -12%
> COc1ccccc1NS(=O)(=O)c1cccc(N2CC(O)=C(c3ccccc3)C2=N)c1
  1% | 5%[57.1 µM] | 5% | -9% | -5 | -2% | 8% | -13% | 5%[57.1 µM]
> COc1ccc(C2C([N+](=O)[O-])=C(C)N(C)C(=O)N2C)cc1OC (stereo not drawn)
  -3% | 10%[57.1 µM] | 17% | -9% | -3 | -3% | 1% | -23% | 1%[57.1 µM]
> Cc1ccc(Cl)cc1NC(=O)c1cc2c(=O)n3cccc(C)c3nc2n1C
  -5% | -4% | -17% | ? | -1 | -2% | -30% | 0% | -3%
> CCN1CCN(c2ccc(N=Cc3ccccc3O)cc2)CC1
  3% | 16% | 2% | ? | 4 | 2% | 2% | -11% | 2%
> COCCN(C(=O)COC(=O)CCc1ccccc1OC)c1c(N)n(Cc2ccccc2)c(=O)[nH]c1=O
  8% | 14% | -8% | -20% | -10 | -3% | -1% | -26% | 0%
> O=C(CSc1nnc(Cc2ccccc2)n1-c1cccc(Cl)c1)NNC(=O)Cc1ccccc1
  8% | 2% | 4% | -9% | -4 | -3% | 1% | 0% | -2%

Reformatted: 3 of the compounds above
SMILES,mIDH1 inhibitor,TrxR1 inh,Vif-APOBEC3F blk,USP1 inh,LDHA inh,Glioma ERSR ind,Vif-A3G inh,RGS4 inhibitor,TrxR1 substrate
CCN1CCN(c2ccc(N=Cc3ccccc3O)cc2)CC1,3%,16%,2%,?,4,2%,2%,-11%,2%
COCCN(C(=O)COC(=O)CCc1ccccc1OC)c1c(N)n(Cc2ccccc2)c(=O)[nH]c1=O,8%,14%,-8%,-20%,-10,-3%,-1%,-26%,0%
O=C(CSc1nnc(Cc2ccccc2)n1-c1cccc(Cl)c1)NNC(=O)Cc1ccccc1,8%,2%,4%,-9%,-4,-3%,1%,0%,-2%
